T cell modulator: modulators of CD8 T cell-vesicle binding, primary screen, mouse 2C CD8+ T cells, flow cytometry | calls only at 7 µM | 2C CD8+ T cell-vesicle binding; stronger effect = lower value | AID 2052, 2009 | 0.068% of 330,000 active;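 active = response, share of CD8 T cells binding vesicles, and their 90th percentile fluorescence all below set limits, cut at about 80% in these data, passing the limit was not always enough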
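Read-out – percent CD8+ FL2 mean versus row control · System – murine 2C transgenic CD8+ T lymphocytes · Times – 1.5 h cell–vesicle binding at 37 °C, then 20 min icy labelling · Control set – naked vesicles low, QL9 vesicles with vehicle high · Detection – cytometric PE anti-B7-1 and Alexa647 anti-CD8 signals after 1% paraformaldehyde fixation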
KOR beta-arrestin-1: KOR antagonists, beta-arrestin recruitment, cell-based, luminescence, uHTS (AID 1778). Kappa-type opioid receptor (Homo sapiens). KOR beta-arrestin recruitment, luminescence, antagonist mode; higher % means a stronger effect. inhibition, % at 10 µM; hits with a dose series show IC50 in µM. 0.091% of 290,000 active; in the data active = inhibition above about 50%; also: strong numbers were not always called active
GPR55 activation: GPR55 agonists via beta-arrestin recruitment, primary screen, imaging, U2OS cells, beta-arrestin-GFP redistribution (AID 1961) | U2OS GPR55 beta-arrestin-GFP redistribution imaging; higher % means a stronger effect | 0.048% of 290,000 active | G-protein coupled receptor 55 (Homo sapiens) | activation, % at 10 µM; hits with a dose series show EC50 in µM;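 active = activation above 40% with more than 50 cells counted in the well; inconclusive = wells holding fewer than 50 cells, flagged as toxic or sparse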;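 also: U2OS osteosarcoma cells stably expressing GPR55 and beta-arrestin-GFP; plate controls were DMSO negative control for no effect and LPI positive control for full effect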
NTR1 ag: agonists of NTR1, primary screen, imaging, U2OS cells, beta-arrestin-GFP, high content (AID 493036) | activation, % at 20 µM | Neurotensin receptor type 1 (Homo sapiens), P30989 | NTR1-U2OS beta-arrestin-GFP spot imaging, agonist mode | 0.17% of 330,000 active;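 active = activation at or above 40% of the spot to cytoplasm intensity ratio, with at least 20 cells analyzed; inconclusive = wells under 20 cells, flagged as cytotoxic or low count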;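 also: 0% = DMSO without peptide and 100% = 100 nM NTR1 peptide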
Target sequence (P30989 whole entry, looked up): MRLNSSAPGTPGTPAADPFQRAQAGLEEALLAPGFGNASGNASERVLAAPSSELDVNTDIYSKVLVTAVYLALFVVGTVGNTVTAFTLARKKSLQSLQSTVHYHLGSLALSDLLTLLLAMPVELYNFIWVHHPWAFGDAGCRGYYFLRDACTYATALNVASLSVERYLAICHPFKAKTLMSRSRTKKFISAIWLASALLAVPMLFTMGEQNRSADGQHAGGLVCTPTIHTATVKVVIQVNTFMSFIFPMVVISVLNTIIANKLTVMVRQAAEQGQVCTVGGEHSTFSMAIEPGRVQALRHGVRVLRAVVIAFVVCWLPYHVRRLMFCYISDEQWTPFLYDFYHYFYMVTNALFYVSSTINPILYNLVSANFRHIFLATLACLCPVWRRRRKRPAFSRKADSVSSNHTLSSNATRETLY
GPR55 LPI antagonism: GPR55 antagonists blocking LPI-driven arrestin recruitment, primary screen, imaging, U2OS, beta-arrestin-GFP, LPI agonist (AID 2013). inhibition, % at 10 µM; hits with a dose series show IC50 in µM. G-protein coupled receptor 55 (Homo sapiens). 0.13% of 290,000 active. U2OS GPR55 beta-arrestin-GFP translocation imaging, LPI antagonism; higher % means a stronger effect;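 active = spots per cell inhibited over 60%, with over 100 cells counted and total cytoplasm intensity under 500,000; inconclusive = wells with under 100 cells, flagged as likely toxic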;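 also: U2OS cells stably carrying GPR55 and arrestin-GFP stimulated by 5 µM LPI near EC80; imaged beta-arrestin-GFP aggregate spots per cell after agonist stimulation; plate controls were LPI-stimulated DMSO wells for no effect and DMSO wells without LPI for full effect; some results filed as inactive read as strong as hits; confirmed hits need IC50 under 10 µM and bright autofluorescent wells are also inconclusive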
KOR beta-arrestin-2: KOR agonists, beta-arrestin recruitment, primary screen, cell-based, luminescence, uHTS (AID 1777). Kappa-type opioid receptor (Homo sapiens). KOR beta-arrestin recruitment, luminescence; higher % means a stronger effect. activation, % at 10 µM, or EC50 in µM where a hit was titrated. 0.02% of 280,000 active; in the data active = activation above about 50%, passing the limit was not always enough; also: a part of the inactive calls stands beside numbers as strong as those of hits
PhoP inhibition: inhibitors of PhoP regulon expression, primary screen, Salmonella Typhimurium, GFP reporter (AID 1863); S. Typhimurium PhoP-regulated promoter GFP reporter, 4 h; higher % means a stronger effect; one-dose inhibition, % at 50 µM; IC50 in µM for titrated hits; 0.16% of 300,000 active;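 active = inhibition over 29.93%, a cutoff 3 SD above the screen mean, later confirmed by dose response; inconclusive = inhibition over 29.93% but no dose response follow-up; inactive = inhibition at most 29.93% or unconfirmed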;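 also: 0% = low Mg2+ inducing control and 100% = high Mg2+ repressing control; strong numbers were not always called active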
GPR35 antagonists: GPR35 antagonists blocking zaprinast-driven arrestin recruitment, primary screen, imaging, U2OS, beta-arrestin-GFP, zaprinast agonist (AID 2058); G-protein coupled receptor 35 (Homo sapiens); U2OS GPR35 beta-arrestin-GFP translocation imaging, zaprinast antagonism; higher % means a stronger effect; inhibition, % at 10 µM, or IC50 in µM where a hit was titrated; 0.052% of 290,000 active;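 active = inhibition of at least 50% with at least 30 cells and total cytoplasm GFP at most 10,000,000; inconclusive = under 30 cells or total GFP of 10,000,000 plus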
West Nile antiviral: West Nile virus antiviral activity, cell-based, CPE readout (AID 1621). West Nile virus-infected cells, CPE inhibition; higher % means a stronger effect. CPE inhibition, % at 10 µM; hits with a dose series show IC50 in µM. 0.02% of 290,000 active; in the data active = a potency from the dose series; inconclusive = CPE inhibition mostly from about 3.7% at the one dose, without a potency; inactive = the rest, 99 in 100 with CPE inhibition below about 2.2%; also: strong numbers were not always called active
T cell modulator vesicle-bound %: recorded beside T cell modulator, whose call it bears; double positive events, %; measured here: CD8+ vesicle-bound cell fraction;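 binding gate set so that unloaded-vesicle control wells show 10% double positive cells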
NTR1 ag cell count 20 µM: second read-out of NTR1 ag, no call of its own (marks repeat the call); cell count; measured here: cell count, cytotoxicity flag
Starred values were filed as active, the others as inactive; i = inactive; ? = inconclusive; / = not tested or not shown; [ ] = dose if it differs, or a comment.

SMILES	T cell modulator	T cell modulator vesicle-bound %	KOR beta-arrestin-1	GPR55 activation	NTR1 ag	NTR1 ag cell count 20 µM	GPR55 LPI antagonism	KOR beta-arrestin-2	PhoP inhibition	GPR35 antagonists	West Nile antiviral
O=C(O/N=C/c1cccc([N+](=O)[O-])c1)C1CC1	i	27	-34%	-0.1%	0.4	42	5%	-0.7%	11%	7%	-0.4%
Cc1ccc(CNC(=O)COC(=O)CSc2cc(C)c(Br)cc2C)cc1	i	44	-14%	0.6%	-0.2	62	7%	-2.6%	-7%	10%	0.4%
CCOC(=O)C(Cc1ccccc1)NC(=O)CCCC(=O)c1ccccc1 (stereo unspecified)	i	52	32%	-0.2%	0.7	77	2%	-6.5%	8%	3%	-0.2%
O=C(Cc1ccc(Br)cc1)N1CCN(c2ccccc2)CC1	i	40	29%	-0.1%	-0.6	62	3%	-3.1%	28%	16%	-0.3%
Cn1c(COc2ccccc2)nnc1SCC(=O)Nc1ccc(N2CCOCC2)c(Cl)c1	/	/	-20%	-0.1%	2.9	63	-12%	1.6%	14%	2%	0.3%
Cc1ccc(-c2nn(-c3cc(Cl)ccc3[N+](=O)[O-])c(=O)c3ccccc23)cc1C	i	25	-29%	0.6%	1.2	61	-2%	4.0%	19%	-20%	-0.5%
COc1cc(-c2ncc3ccccn23)cc(OC)c1OC	i	13	-10%	0.2%	-0.6	44	6%	11%	-1%	-15%	/
COc1cccc(C(=O)Nc2cccc(C(=O)NC3=NN(c4c(Cl)cc(Cl)cc4Cl)C(=O)C3)c2)c1	i	24	-7%	-0.3%	3.5	78	-7%	0.1%	-3%	0%	0.0%
S=c1[nH]c2ccccc2o1	i	66	-44%[20 µM]	-0.1%	-1.3	75	-6%	-4.0%	-4%	6%	-0.4%
COCCN(C(=O)CCC(=O)Nc1ccccn1)C(C(=O)NC1CCCC1)c1ccc(OC)cc1 (stereo unspecified)	i	52	3%	-0.1%	-1.3	48	-3%	-2.7%	11%	2%	-0.2%
Cc1ccc(S(=O)(=O)Nc2cc(C)c(O)c(Sc3n[nH]c(C)n3)c2)cc1	i	18	9%	-0.2%	1.2	56	-1%	-3.5%	-2%	-9%	-0.5%
O=S(=O)(NCC(c1cccnc1)N1CCOCC1)c1ccc(Cl)cc1 (stereo unspecified)	i	50	-26%	0.1%	-0.6	95	1%	3.8%	2%	-2%	0.1%
Cc1ccc2c(c1)N(CCC(=O)NC1CCCCC1C)C(=O)CO2 (stereo unspecified)	i	26	-22%	-0.1%	11	47	-6%	2.9%	-3%	-11%	-0.2%
O=C(Nc1ccc(C(=O)N2CCCC2)cc1)c1ccccc1Br	i	63	0%	-0.1%	-1.1	60	-4%	3.6%	4%	-30%	0.3%
O=C(Nc1ccccc1F)C(=O)Nc1cccc2ccccc12	i	66	6%[20 µM]	0.1%	2.2	76	-32%	/	-1%	0%	-0.4%
COc1ccc(-n2nc(C(=O)NCC(=O)O)c3ccccc3c2=O)cc1	i	14	13%	-0.1%	-0.3	58	3%	-2.7%	-11%	-15%	1.2%
COc1ccc(C(=O)c2c(NC(C)=O)sc3c2CCN(C(=O)OC(C)(C)C)C3)cc1	i	25	36%	-0.2%	1.0	55	-3%	2.0%	-7%	9%	-0.7%
Cn1c(=O)[nH]c(=O)c2c1nc(N1CCCCCC1)n2CCSc1nc2ccccc2o1	i	20	-14%	0.3%	5.9	65	11%	-6.6%	-9%	-5%	/
Cc1nn(-c2ccccc2)c2sc(C(=O)OCn3nnc4ccccc4c3=O)cc12	i	51	2%	0.5%	0.9	69	1%	1.5%	2%	-17%	-0.2%
N#CCCN(/N=C/c1cccnc1)C1=NS(=O)(=O)c2ccccc21	i	54	29%	0.2%	0.7	74	4%	-3.9%	-7%	-14%	2.9%
COC(=O)c1ccc(Nc2cc(C)nc3ccccc23)cc1	i	37	19%	-0.1%	4.7	46	-5%	6.1%	41%	0%	0.5%
COc1ccc(F)cc1C(=O)C1CCCN(Cc2c[nH]c3ccccc23)C1 (stereo unspecified)	i	59	-9%[20 µM]	-0.1%	7.0	88	14%	/	11%	3%	-0.6%
COc1ccc(OC)c(S(=O)(=O)N2CCCC(C(=O)N3CCCCCC3)C2)c1 (stereo unspecified)	i	9	-10%	0.2%	1.2	69	10%	-2.4%	-2%	-17%	-1.1%
CCOc1ccc(N2CC(C(=O)NC3CCSC3=O)CC2=O)cc1 (stereo unspecified)	i	16	-16%	-0.1%	-1.0	47	3%	-3.6%	9%	-1%	-0.1%
Cc1ccc(NC(=O)Cn2cccc2)cc1	i	65	-6%	-0.4%	-1.6	68	0%	0.0%	7%	-7%	1.1%
CCOC(=O)C1CCN(C(=O)COc2ccc(Cl)cc2C)CC1	i	57	0%	-0.1%	2.5	46	6%	0.6%	6%	-13%	0.2%
CCCCCc1nc2c(c3c1CCCC3)CCCC2	i	22	13%	-0.1%	12	91	24%	1.0%	-1%	14%	-0.6%
CCCN1CCN(C(=S)Nc2ccc(SC(F)F)cc2)CC1	i	34	23%	-0.2%	-1.2	65	-6%	-4.0%	-3%	-6%	-0.2%
Cc1noc(NS(=O)(=O)c2ccc(N/C=C\C(=O)c3ccc(Br)cc3)cc2)c1C	i	8	-27%	-0.1%	-2.1	40	-8%	2.4%	1%	-1%	0.9%
Cc1ccc(-n2c(-c3ccncc3)n[nH]c2=S)cc1C	i	21	-17%	-0.1%	-0.9	48	18%	-5.7%	5%	6%	-0.3%
COc1ccc2cnn(-c3ccc(OC(F)(F)Cl)cc3)c(=O)c2c1OC	i	24	-2%	0.3%	0.8	47	6%	4.4%	-5%	-4%	-0.8%
O=Cc1ccc(N2CCCC2)o1	i	46	8%	-0.4%	0.0	75	21%	-5.5%	-4%	1%	0.5%
Cc1cc(-c2ccccc2)n2ncc(C#N)c2n1	i	27	17%	-0.2%	-1.7	89	-4%	-9.3%	4%	-5%	1.5%
CCC(=O)Nc1nnc(SCC(=O)NCC2CCCO2)s1 (stereo unspecified)	i	37	-53%	-0.1%	2.8	65	3%	8.3%	7%	-2%	-0.1%
O=C(Nc1ccc2c(c1)nc1n2CCSC1)c1ccccc1	i	49	28%	-0.1%	-1.9	91	-3%	-3.4%	-9%	6%	-0.5%
Cc1ccc(C)c(S(=O)(=O)N2CCN(C(=O)c3cc(S(=O)(=O)NCc4ccccc4)ccc3C)CC2)c1	i	13	-32%	-0.1%	2.1	72	-8%	7.1%	-1%	-2%	-1.1%
CCOC(=O)c1cc(S(=O)(=O)N2CCOCC2)cn1C	i	24	-67%	-0.1%	1.7	78	10%	1.1%	-4%	7%	0.0%
C/C(CC(=O)Nc1ccc2c(c1)OCO2)=N\NC(=O)c1ccc(N)cc1	i	31	12%	1.0%	-1.2	53	12%	-5.3%	-9%	10%	0.1%
CCn1c2ccccc2c2cc(NC(=O)C(C)Oc3ccc(OC)cc3)ccc21 (stereo unspecified)	i	16	18%	-0.1%	3.6	36	-10%	0.7%	6%	-14%	-0.5%
CN(C)c1nc2c(c(=O)[nH]c(=O)n2C)n1CCCc1ccccc1	i	55	7%	-0.1%	3.4	61	1%	-2.6%	5%	0%	0.3%

An excerpt from above in order of their number in West Nile antiviral, lowest first.
SMILES,West Nile antiviral
CCCN1CCN(C(=S)Nc2ccc(SC(F)F)cc2)CC1,-0.2%
Cc1ccc(NC(=O)Cn2cccc2)cc1,1.1%
Cc1cc(-c2ccccc2)n2ncc(C#N)c2n1,1.5%

Carrying on.
SMILES	T cell modulator	T cell modulator vesicle-bound %	KOR beta-arrestin-1	GPR55 activation	NTR1 ag	NTR1 ag cell count 20 µM	GPR55 LPI antagonism	KOR beta-arrestin-2	PhoP inhibition	GPR35 antagonists	West Nile antiviral
NC(=O)c1ccccc1OCC(=O)O	i	24	-38%	0.0%	-0.4	35	-17%	4.1%	0%	-3%	0.3%
Cc1cc(=O)[nH]c(Nc2cccc(Cl)c2C)n1	i	36	28%	-0.1%	-0.3	75	10%	-0.6%	-6%	-2%	-1.0%
O=C(NC(=S)Nc1ccccc1N1CCCCC1)c1ccc(F)cc1Cl	i	8	-16%	0.3%	2.7	58	20%	-0.6%	-3%	6%	?
O=C(CCS(=O)(=O)c1ccc(Cl)cc1)NCCc1c[nH]c2ccccc12	i	40	-1%	0.5%	0.2	57	1%	-3.3%	3%	11%	-0.5%
Cc1cc(N)n2ncc(-c3ccccc3)c2n1	i	45	-8%	-0.2%	0.2	57	-14%	0.2%	16%	18%	0.8%
O=C(c1ccco1)N1CCN(C2CC(=O)N(c3ccc4c(c3)OCO4)C2=O)CC1 (stereo unspecified)	i	52	-8%	-0.1%	0.1	80	3%	-1.6%	0%	-8%	0.0%
C/C(=N\NC(=S)NC(C)C)c1ccco1	i	29	-28%	0.1%	0.5	71	-3%	3.2%	-10%	2%	-0.3%
CCN(CC)S(=O)(=O)c1ccc(NC(=O)C2c3ccccc3Oc3ccccc32)cc1	i	2	16%	-0.3%	3.7	67	18%	1.8%	-8%	-12%	0.3%
O=C(CN1CCC(n2cnc3cc(F)ccc32)CC1)Nc1ccccc1Br	i	55	16%	0.2%	1.4	87	1%	1.2%	-5%	-15%	-1.1%
CS(=O)(=O)N(CC(=O)Nc1cccc(F)c1)c1cccc([N+](=O)[O-])c1	i	31	17%	0.0%	3.0	80	12%	-0.3%	-3%	2%	-1.6%
CCc1ccc(NC(=O)CSc2nnnn2C)cc1	i	2	0%	-0.2%	0.3	74	6%	-5.6%	2%	3%	-0.8%
COC(=O)c1cccc(C#CC(NP(=O)(c2ccccc2)c2ccccc2)c2ccccc2)c1 (stereo unspecified)	i	10	-10%	-0.1%	1.7	89	5%	0.9%	-7%	-13%	0.4%

Assay outcomes (PubChem BioAssay)
